# Screens deposited in PubChem by Broad Institute.
# ARNT-TACC3 inh: disruptors of ARNT/TACC3 protein interaction, primary screen, biochemical, AlphaScreen, single concentration | Transforming acidic coiled-coil-containing protein 3 (Homo sapiens), Q9Y6A5 | AlphaScreen His-ARNT PAS-B/GST-TACC3 binding, luminescence; TACC3 fragment carries E629A point mutation | inhibition, % at 9.99 µM | actives 0.66% (n = 390,000) | AID 623870, 2012;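 active = mean inhibition of replicates at least 50% and at least half of replicates each reaching 50%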;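 note: 0% = complete ARNT plus TACC3 wells and 100% = ARNT alone without TACC3; many hits fall short of the cut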
# RAD54 branch: inhibitors of human RAD54 branch migration, primary screen, biochemical, fluorescence, single point | RAD54 Holliday junction branch migration, FAM/BHQ fluorescence | inhibition, % at 10.4 µM | actives 0.14% (n = 360,000) | AID 602329, 2012;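 active = mean normalized replicate activity at least 40 and at least half of replicates scoring 40 or more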;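 note: 0% = median of neutral control wells and 100% = median of positive control wells; inhibitors cause a drop in the FAM fluorescence signal; in these data hits start at about 50%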
# Target sequence (Q92698 whole entry, looked up): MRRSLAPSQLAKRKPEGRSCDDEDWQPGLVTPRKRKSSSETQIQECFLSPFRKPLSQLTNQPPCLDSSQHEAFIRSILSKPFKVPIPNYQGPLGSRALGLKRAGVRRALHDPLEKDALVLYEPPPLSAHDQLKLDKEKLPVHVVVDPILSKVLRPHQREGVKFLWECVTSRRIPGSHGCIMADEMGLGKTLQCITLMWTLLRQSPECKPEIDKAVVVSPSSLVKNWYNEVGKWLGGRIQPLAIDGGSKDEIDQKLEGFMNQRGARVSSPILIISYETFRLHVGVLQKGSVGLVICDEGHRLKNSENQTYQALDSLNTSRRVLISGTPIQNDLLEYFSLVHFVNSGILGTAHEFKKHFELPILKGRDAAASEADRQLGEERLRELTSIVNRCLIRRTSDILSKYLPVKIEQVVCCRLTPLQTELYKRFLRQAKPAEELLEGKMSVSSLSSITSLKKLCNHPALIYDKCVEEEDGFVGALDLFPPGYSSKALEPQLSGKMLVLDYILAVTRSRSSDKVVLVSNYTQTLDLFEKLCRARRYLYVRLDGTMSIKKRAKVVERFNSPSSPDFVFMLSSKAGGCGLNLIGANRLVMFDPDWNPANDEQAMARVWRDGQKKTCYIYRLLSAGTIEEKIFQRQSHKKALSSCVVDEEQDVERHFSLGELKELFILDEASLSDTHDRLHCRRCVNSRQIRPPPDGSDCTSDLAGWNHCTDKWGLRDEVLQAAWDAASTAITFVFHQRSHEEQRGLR
# esBAF inh: Bmi1 luciferase reporter increase in mESCs, primary screen, esBAF inhibitor project, mouse ES cells, Bmi1 luciferase knock-in, single point. 24 h; 100% = twice the neutral-well signal. reporter increase, % at 12.5 µM. actives 2% (n = 350,000); in the data active = activation above about 40%;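 note: 0% = median of the plate's neutral control wells and 100% = double that signal; a rise in the Bmi1 reporter signal indicates esBAF inhibition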
# Numbers without * were called inactive.
SMILES | esBAF inh | ARNT-TACC3 inh | RAD54 branch
COc1ccc(CNC(=O)C(c2ccc(C)o2)N(C(=O)c2csnn2)c2ccc(C(C)C)cc2)cc1 (stereo unspecified) | 12 | 6 | 3
COC(=O)c1ccc(C)c(NS(=O)(=O)c2ccc3c(c2)OCCO3)c1 | -7 | 5 | -1
Cc1ccc2occ(/C=N/O)c(=O)c2c1 | 11 | 15 | 2
CCCCC(=O)Nc1cc(OC)c(NC(=O)C2CCCCC2)cc1OC | 17 | -4 | 10
C=CCn1c(N)c(C(=O)Nc2ccccc2)c2nc3ccccc3nc21 | -4 | 5 | 7
COc1ccc(C(=O)NNC2=NC(C)(C)Cc3cc(C)c(C)cc32)cc1 | -2 | -6 | 3
O=C(C1CCC1)N1CCC(c2nc3c(nnn3Cc3c(F)cccc3Cl)c(=O)[nH]2)CC1 | 2 | 5 | 0
CCOC(=O)c1cnc(SC)nc1Nc1cccc2ccccc12 | -9 | -5 | 8
CC1(C)CC(=O)C2=C(C1)N=c1s/c(=C/c3ccc(F)c(F)c3)c(=O)n1C2c1ccc(F)cc1 (stereo unspecified) | 1 | -2 | 9
COc1ccc(Cl)cc1C(=O)NNC(=S)NC(=O)c1cc(-c2ccccc2)nc2ccccc12 | -13 | -1 | 0
CCOC(=O)CN1C(=O)C(O)(CC(=O)c2cccc(OC)c2)c2ccccc21 (stereo unspecified) | 2 | -3 | 8
CCOc1ccccc1NC(=O)CCCc1nc2ccccc2c(=O)[nH]1 | 11 | 0 | 1
COC(=O)c1ccc(NC(=O)CSc2nnc(-c3ccncc3)n2N)cc1 | -5 | -2 | 6
Cn1c(=O)c2ncn(CC(=O)NCCOc3ccccc3)c2n(C)c1=O | -3 | 4 | -8
CCOC(=O)CNC(=O)c1cn(C)c(=O)c2cc(OC)c(OC)cc12 | -9 | -4 | 2
COc1ccc(CC(=O)OCC(=O)NC(=O)NC(C)C)cc1 | -1 | -3 | -13
CCn1c(COc2ccccc2C)nnc1SCC(=O)Nc1ccc2c(c1)OCCO2 | 2 | 28 | -9
O=C(CC(SCCO)c1ccc2c(c1)OCO2)c1ccco1 (stereo unspecified) | 26 | -3 | 1
O=S(=O)(c1ccc(N2CCOCC2)nc1)N1CCOCC1 | -10 | -8 | -3
CC1CCCCN1C(=O)c1cc(F)c(F)cc1Cl (stereo unspecified) | 1 | 4 | 5
CCCc1cc(=O)[nH]c(SCC(=O)N(C)Cc2ccccc2)n1 | -4 | 3 | 2
COc1ccc(-c2ccc3c(c2)S(=O)(=O)c2cccc(C(=O)NCc4cccc(OC(F)(F)F)c4)c2C3=O)cc1OC | -1 | -2 | -36
COc1ccccc1NS(=O)(=O)c1cc(C(=O)NCc2ccco2)ccc1C | 8 | 2 | 2
Cc1ccc(C)c(CSc2nnc(CCN)o2)c1 | -4 | 2 | -7
c1ccc(COc2ccc(CN3CCN(c4ccccn4)CC3)cc2)cc1 | 27 | 3 | 2
Cc1ccc(O)c(-c2cc(C(F)(F)C(F)F)nc(-c3ccccc3)n2)c1 | -3 | -4 | -6
CCCOc1ccccc1Nc1nnc(C)c(=O)[nH]1 | 2 | -2 | -4
Cc1c(C(=O)N2CCOCC2)[nH]c2ccc(OCc3ccccc3)cc12 | 4 | -11 | -13
O=C(COC(=O)C1CC2C=CC1C2)Nc1ccc2c(c1)OC(F)(F)O2 (stereo unspecified) | 3 | -8 | 4
CCOC(=O)c1ccc(NC(=O)NC2CC3CCC(C2)N3Cc2nnnn2Cc2ccco2)cc1 (stereo unspecified) | -1 | 1 | 13
Cc1ccc(-c2nnnn2CS(=O)(=O)c2ccccc2)cc1 | 11 | -7 | 4
O=C(Nc1ccc(Cl)cn1)c1cccc(F)c1 | 14 | -4 | -1
CC(C)(C)NC(=O)CSc1nnc(-c2ccncc2)n1Cc1ccccc1 | -6 | -3 | -3
CCOC(=O)Cn1nnc2c(sc3nc4c(c(-c5ccccc5)c32)CCC4)c1=O | -2 | -6 | -2
Cc1cccc(NC(=O)Cc2ccc(F)cc2)c1 | 12 | -3 | -2
Cc1ccc(OCCn2cc(Br)c(=O)[nH]c2=O)cc1 | -10 | -4 | 0
Cc1nnc(NC(=O)CSc2ccccn2)s1 | 3 | -4 | -5
CCOc1ccccc1NC(=O)CSc1nnc(CNC(=O)COc2ccc(Cl)cc2)o1 | 5 | 2 | -4
N#C/C(=C\c1ccccc1Cl)C(=O)NC(=O)Oc1ccccc1 | -7 | 1 | 1
Cc1cc(C)n(/N=C\c2c(O)ccc3ccccc23)c(=O)c1C(N)=O | 18 | -2 | 3
CCCOc1ccc(C(=O)Nc2ccc(C)cc2[N+](=O)[O-])cc1 | 24 | 31 | -1
O=C(c1cncc(Br)c1)N1CCc2ccccc2C1 | -3 | 0 | 3
CCC(C)(C)NC(=O)C(c1ccc(C)o1)N(C(=O)c1csnn1)c1cccc(F)c1 (stereo unspecified) | -6 | -13 | -13
Cc1csc(SCC(=O)c2ccc(S(=O)(=O)N3CCOCC3)cc2)n1 | 2 | -2 | -8
O=C(NCCSc1ccccc1)c1ccco1 | 32 | -4 | 3
CCN(CC(=O)Nc1ccccc1C(=O)OC)S(=O)(=O)c1ccc(OC)cc1 | -13 | 2 | 9
CCCCC(=O)Nc1ccc(N2CCN(S(C)(=O)=O)CC2)cc1 | -8 | 23 | -6
O=C(CN1C(=O)NC(Cc2ccccc2)C1=O)Nc1ccccc1 (stereo unspecified) | 18 | 0 | 3
Cn1c(C(=O)NCCCN2CCN(c3ccccc3F)CC2)cc2c(=O)[nH]c3ccccc3c21 | -7 | 28 | 32
CCN(CC)S(=O)(=O)c1cccc(-c2nnc(SCC(=O)NC)n2CCc2ccccc2)c1 | -3 | -1 | -1
O=C(CN1CCC(n2nnc3cc(C(F)(F)F)ccc32)CC1)Nc1ccc2c(c1)CCC2 | -3 | 1 | 5
COCCCN1C(=O)c2ccc(C(=O)Nc3cccc(OC)c3)cc2C1=O | 35 | -7 | -12
O=S(=O)(c1ccc(Cl)c(Cl)c1)c1snnc1-c1ccccc1 | 1 | 2 | 2
CCCNC(=O)c1c(N)n(-c2cc(OC)cc(OC)c2)c2nc3ccccc3nc12 | 2 | -12 | 3
COCC(=O)N(Cc1cc2ccc(C)cc2[nH]c1=O)c1ccc(OC)cc1 | -5 | 8 | -2
CCCc1cc(=O)[nH]c(SCC(=O)N(C)C2CCS(=O)(=O)C2)n1 (stereo unspecified) | -10 | -9 | -11
COc1ccc(OC)c2[nH]c(=O)c(CCNS(=O)(=O)c3ccc(Cl)cc3)cc12 | -3 | 48* | -6
CN1Cc2c(N3CCOCC3)nc(SCc3ccccc3)c(C#N)c2CC1(C)C | -4 | 18 | 1
C/C(NC1CCCCC1)=C(/C#N)C(=O)NCCN1CCOCC1 | -3 | -6 | -2
Cn1ccnc1SCC(=O)Nc1ccc2c(c1)COC2=O | 24 | 0 | 4

# The list goes on.
SMILES | esBAF inh | ARNT-TACC3 inh | RAD54 branch
O=C(Nc1nc2c(s1)CCCC2)C1CCCN1C(=O)c1cccs1 (stereo unspecified) | -6 | -3 | -1
O=S(=O)(c1ccccc1)N1CCN(c2nc3ccccc3s2)CC1 | 1 | -3 | 0
COc1cccc(/C=N/NC(=O)c2ccc(COc3ccc(Cl)cc3Cl)o2)c1 | -6 | -3 | -5
Cc1ccc(C(=O)NCc2ccc(Cl)c(Cl)c2)o1 | -2 | 5 | -2
Cc1ccccc1OC(=O)Cn1c(C(F)(F)F)nc2ccccc21 | -7 | -6 | -2
Cc1ccc(NC(=O)CCC(=O)NNC(=O)Cc2ccccc2)cc1C | 2 | 3 | 5
O=C(NCc1ccccc1)NC1(C(=O)N2CCN(c3ncccn3)CC2)CCCCC1 | -8 | -3 | -16
COc1ccc(S(=O)(=O)Nc2cc3c4c(oc3c3ccccc23)CC(C)(C)CC4=O)cc1 | -9 | 9 | 11
CCCCOC(=O)Nc1nc(CC(=O)OCC)cs1 | -1 | 40 | -11
O=C(NCc1ccccn1)c1ccc(N2CCCC2=O)cc1 | 8 | 4 | -5
CC1CCN(C(=O)CN(C2CCCCC2)S(C)(=O)=O)CC1 | -2 | -9 | -1
CCOC(=O)c1c(NC(=O)C2c3ccccc3Oc3ccccc32)sc(C(=O)N(CC)CC)c1C | 7 | 0 | 2
Nc1c(S(=O)(=O)c2cccs2)c2nc3ccccc3nc2n1Cc1ccc2c(c1)OCO2 | 5 | -10 | 0
CCOC(=O)N1CCN(C(=O)CCN2C(=O)/C(=C\c3ccccc3OC)SC2=S)CC1 | 3 | 2 | -17
O=C(Nc1ccc(Cl)c(Cl)c1)Oc1ccc(NC(=O)c2ccco2)cc1 | 6 | 17 | -6
Cc1cc(C)cc(NC(=O)CCN2CC(C)OC(C)C2)c1 (stereo unspecified) | 2 | 15 | -9
CCn1ncc(Br)c1C(=O)Nc1ccc(C(=O)OC(C)C)cc1 | 12 | -5 | 3
O=C(COc1ccc(F)cc1)Nc1nnc(-c2ccncc2)s1 | -7 | 0 | -6
CCC(C)NC(=O)Cn1cccc1C(=O)c1ccccc1 (stereo unspecified) | 4 | -5 | 4
CCCn1c(SCC(=O)c2ccc3c(c2)OCCO3)nc2c1c(=O)n(C)c(=O)n2C | 0 | -19 | 0
CCOC(=O)N1CCN(c2nc(-c3ccco3)cc(C(F)(F)F)n2)CC1 | -6 | -2 | -11
CC(C)(C)NC(=O)CSc1nnc(-c2ccccc2)c(-c2ccccc2)n1 | 3 | 5 | -16
CCCCNCCOCCOc1ccc(C)cc1[N+](=O)[O-] | -6 | 2 | 2
O=C(NC1CCCCC1)c1ccc(Br)o1 | 12 | 18 | 4
COc1ccc(-c2nnc(SC(C)C(=O)Nc3nccs3)n2Cc2ccccc2)cc1OC (stereo unspecified) | 6 | 13 | 3
CC(C)COc1ccc(CNC(=S)NCc2ccccc2)cc1 | -14 | -4 | -6
CCCC(=O)Nc1ccc(-c2nc3cc(C)c(C)cc3o2)cc1 | 19 | 6 | 7
Cc1csc(NC(=O)c2cc(C)oc2C)n1 | 63* | 0 | -2
CCOc1cc(CNC(C)(C)CO)cc(Br)c1OCc1ccc(Cl)cc1Cl | -1 | 26 | 8
c1ccc2c(c1)Cn1c-2nc2ccccc21 | 28 | 5 | 6
CC(C)n1nnnc1SCC(=O)Nc1ccc2c(c1)OCO2 | 22 | -7 | -12
C=CCNC(=O)C1CC(=O)N(c2ccc(Br)cc2)C1 (stereo unspecified) | 7 | -9 | -3
O=C(CSc1nc(-c2ccccc2)c(-c2ccccc2)o1)Nc1nncs1 | -2 | -7 | -1
Cc1ccnc(NC(=O)CCC2COc3ccccc3O2)c1 (stereo unspecified) | 4 | -8 | 4
COc1ccc(/C(CC2(O)C(=O)Nc3ccccc32)=N\O)cc1 (stereo unspecified) | 1 | 7 | 4
Cc1cc2nncn2c2ccccc12 | -7 | -1 | 5
CCOc1cc(N2CCOCC2)c(OCC)cc1NS(=O)(=O)c1ccc(Cl)s1 | -5 | 38 | 8
CN(c1ccc(OCC(=O)N2CCC(C(N)=O)CC2)cc1)S(=O)(=O)c1cccs1 | 3 | -22 | -2
N/C(COc1ccccc1)=N\NS(=O)(=O)c1ccccc1 | -12 | -2 | -8
Cc1nn(-c2ccccc2)c2c1C(c1ccc(F)cc1F)C(C#N)=C(N)O2 (stereo unspecified) | -7 | 9 | -10
CCn1c(SCC(=O)Nc2nccs2)nnc1-c1ccccc1 | 9 | 29 | 1
Cc1ccc(O)c(CC(C)C)n1 | 12 | -24 | -6
O=C(NC1CCCC1)C(c1ccccn1)N(C(=O)c1csnn1)C1CCCCC1 (stereo unspecified) | 5 | 1 | 0
Cc1ccc(NC(=O)N2CCC(O)(c3ccc(Cl)cc3)CC2)cc1 | 14 | 0 | 2
CC(=O)Nc1ccccc1NC(=O)CN(C)S(=O)(=O)c1ccc(C)cc1 | 2 | 0 | 16
O/N=C/c1ccc(OCC(O)COc2ccc(/C=N/O)cc2)cc1 | -7 | -3 | 4
CC(=O)/C(C#N)=C1\NC(=O)C(Cc2ccccc2Cl)S1 (stereo unspecified) | -4 | 4 | -11
Cc1cccc(NC(=O)CCS(=O)(=O)c2cccc3nsnc23)c1C | 0 | 1 | -10
COc1ccc(C2N(C(=O)c3ccccc3)CCN2C(=O)c2ccccc2)cc1 | 3 | -3 | 5
COC(=O)C1C2C=CC3(CN(c4cccc(C)c4)C(=O)C13)O2 (stereo unspecified) | -1 | -7 | 4
CCCNC(=O)C(NS(=O)(=O)c1cccc2nsnc12)c1ccccc1 (stereo unspecified) | -9 | -3 | -4
Cc1ccc(SCC2(O)CCN(S(=O)(=O)c3ccc(Cl)cc3)CC2)cc1 | 4 | -4 | 12
CCCC(=O)Nc1cc2c(cc1C(=O)c1ccccc1)OCCO2 | 8 | 7 | 1
CCn1c(CCNC(=O)c2cccs2)nnc1SCC(=O)NC1CCCCC1 | -4 | 4 | 16
Cc1cc(C)n2nc[n+](C)c2n1 | -9 | 5 | 1

# Only part of the results is shown. The share of hits here may be higher or lower than overall.
